# Screening results: PubChem BioAssay, National Center for Advancing Translational Sciences (NCATS)
# A549 viability: kills or reduces viability of A549 cells in Nrf2 counter-screen | 390,000 compounds, 0.16% hits | AID 504648 | Potency, µM (top dose mostly 46 µM), for inactives: at the top dose activity change, negative = cytotoxicity, usual class: inhibitors | A549 ARE-Fluc cells, CellTiter-Fluor viability, 18-24 h; also: potency is read from the fitted curve at half-maximal effect; % is scaled to controls: 0 for no effect and ±100 for the full control effect
#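 Cytotoxicity counterscreen: CellTiter-Fluor fluorescence was measured in A549 ARE_Fluc cells after 18-24 h of compound exposure in a concentration series. The subsequent BugLite luminescent read reports ARE-luciferase activity.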
# MmCpn inh: blocks the Methanococcus maripaludis chaperonin Mm-Cpn. purified Mm-Cpn ATPase, ADP Transcreener TR-FRET. Potency, µM (titrated, usually from 76.9 µM), for the others: top-dose activity, negative = inhibition, actives largely listed as inhibitors. 330,000 compounds, 0.031% hits. AID 504842; also: potency is read from the fitted curve at half-maximal effect; % is scaled to controls: 0 for no effect and ±100 for the full control effect; nearly all actives have a fitted effect of over 80% in size
#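 Inhibition of chaperonin ATP hydrolysis is measured as reduced ADP production, detected by competitive TR-FRET in which signal falls with ADP. Final enzyme 25 nM and ATP 10 uM, reacted 30 min at 37°C.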
# pAkt inh: Akt phosphorylation inhibition; 360,000 compounds, 0.32% hits; AID 651550; Neuro2A IGF-stimulated pAkt S473 HTRF, 20 min; hits give low values; activity change, % for hits at 50 µM; in the data active = activity change below about -80%; inconclusive = mostly about -51% to -80%; also: % is scaled to controls: 0 for no effect and ±100 for the full control effect
#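 Neuro2A cells (4,500/well, DMEM with 0.5% FBS) were treated with compound at a single 50 µM final concentration, stimulated with 6 nM IGF for 20 min at 37 °C, and lysed. Phospho-Akt Ser473 was read by HTRF as 665/615 ratio ×10^4.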
# Abeta yeast res: restores growth of yeast expressing A-beta42 peptide; yeast expressing A-beta42, growth rescue, OD600, 48 h; response scale: 0% DMSO, 100% iron-clioquinol control; Potency, µM (highest dose often 46.1 µM), inactives show at the top dose growth rescue, usual class: activators; 410,000 compounds, 0.063% hits; AID 1347071; also: potency is read from the fitted curve at half-maximal effect; nearly all actives have a fitted effect of over 55% in size
#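 Growth rescue measured by 600 nm absorbance after 48 h yeast culture at 30 C with compound. Values normalized between DMSO and an equimolar ferric chloride plus clioquinol control.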
# Nrf2 block: Nrf2 pathway inhibition | A549 ARE-Fluc reporter, luciferase luminescence, 18-24 h | Potency, µM (doses to about 46 µM), without a hit: at the highest dose activity change, negative = inhibition, usual class: inhibitors | 360,000 compounds, 2.1% hits | AID 504444; also: potency is read from the fitted curve at half-maximal effect; % is scaled to controls: 0 for no effect and ±100 for the full control effect; nearly all actives have a fitted effect of over 60% in size
#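 Cells were seeded and rested 2 h, then exposed to compounds for 18-24 h. CellTiter-Fluor was read first as a viability measure. BugLite was added 15 min before the final luminescent read of ARE-luciferase activity in A549 cells.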
# Nrf2 activator: activates Nrf2 signaling; AID 624171; AREc32 ARE-luciferase reporter (MCF7-derived line), luminescence, 24 h; Potency, µM (doses to about 46.1 µM), inactives show at the highest dose activation, actives largely listed as activators; 410,000 compounds, 0.31% hits; also: potency is read from the fitted curve at half-maximal effect; % of control where 0% means no effect; nearly all actives have a fitted effect of over 65% in size
#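 AREc32 cells carrying an ARE-driven firefly luciferase reporter were seeded at 1000 cells/well in OPTI-MEM with 5% FBS, then exposed to compound for 24 hr at 37 deg C. Luminescence was read with Steady-Glo after 30 min at RT.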
# HepG2 viability: kills HepG2 cells in TGF-b inhibitor counter-screen. HepG2 CAGA-GFP viability, ATP luminescence, 18 h. Potency, µM (series often up to 46.1 µM), without a hit: at the highest dose activity change, negative = cytotoxicity, actives largely listed as cytotoxic. 410,000 compounds, 0.76% hits. AID 588856; also: potency is read from the fitted curve at half-maximal effect; some results filed as inactive show a strong effect at the top dose
#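 HepG2 CAGA-GFP cells (1000/well, DMEM with 1% FBS) received compound, then TGF-beta at 500 pg/mL final, and were incubated 18 hours at 37 degrees C. Viability was read by CellTiter-Glo luminescence. Media-only wells were set as complete cell-killing and DMSO as no toxicity.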
# TGFb SMAD3 inh: TGF-b pathway inhibition; HepG2 CAGA-GFP TGF-b/SMAD3 reporter, GFP fluorescence, 18 h; TGF-beta stimulated, 500 pg/mL final; Potency, µM (highest dose often 46.1 µM), inactives show at the highest dose activity, negative = inhibition, hits mostly inhibitors; 410,000 compounds, 1.2% hits; AID 588855; also: potency is read from the fitted curve at half-maximal effect; % is scaled to controls: 0 for no effect and ±100 for the full control effect; nearly all actives have a fitted effect of over 65% in size
#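 GFP signal (ex488/em500-530) from TGF-beta-stimulated HEPG2 CAGA-GFP cells, 500 pg/mL final, 18 h at 37 degrees C in DMEM plus 1% FBS, normalized to unstimulated and DMSO-stimulated controls.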
# CCT chaperon mod: modulators of cytosolic chaperonin (CCT/TRiC) activity | activity change, % (no concentration beside the values), hits read low | 360,000 compounds, 0.3% hits | purified chaperonin ATPase assay, HTRF ADP detection, 30 min | AID 651819; in the data active = activity change below about -30%; also: % is scaled to controls: 0 for no effect and ±100 for the full control effect
#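 Nucleotide hydrolysis assay: TRiC at 20–40 nM final (set by batch activity) with 10 uM ATP, 30 min at 37 °C, in presence of 76 uM compound. Detection by competitive ADP HTRF, 30 min ambient.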
# Active calls of the source: *; i = inactive; ? = inconclusive; nt = no result given; [ ] = another dose, or the depositor's remark. Unless noted, calls follow the shape of the dose curve; as a rule, active = well fitted curve in the direction sought with a large enough effect; inconclusive = small, poorly fitted or top-dose-only effect, or another doubt; inactive = no such curve, though single readings can be large; an effect the other way counts as inactive or inconclusive. Not a hit list; overall some 4.3% were active at least once.
SMILES,A549 viability,MmCpn inh,pAkt inh,Abeta yeast res,Nrf2 block,Nrf2 activator,HepG2 viability,TGFb SMAD3 inh,CCT chaperon mod
COC(=O)C(CO)NC(=O)C(C)NC(=O)CNC(=O)OCc1ccccc1 (centres undefined),2%,3%,i,6%,4%,-0.4%,-1%,8%,-2.1
CN(CCOC(=O)/C=C/c1ccco1)Cc1ccccc1,-7%,4%,i,-2%,0%,?,1%,13%,0.2
CCOc1cc(/C=N/NC(=O)c2ccccn2)ccc1OC(=O)c1ccc(F)cc1,-8%,0%,i,4%,-15%,0.6%,-4%,3%,-4.0
CCOC(=O)N1CCC(NC(=O)CCN2C(=O)COc3ccccc32)CC1,0%,0%,i,-5%,7%,-0.3%,2%,1%,1.9
CNC(=O)c1nc(C)n(-c2cc(Cl)cc(Cl)c2)n1,-7%,2%,i,23%,-6%,0.1%,8%,1%,-0.7
CCOC(=O)Cc1csc(NC(=O)COc2ccc(N(C)S(=O)(=O)c3cccs3)cc2)n1,-12%,1%,i,-3%,-16%,2.3%,-19%,?,-5.1
O=C(Nc1cccc(S(=O)(=O)NC2=NCCCCC2)c1)c1ccc(Cl)cc1,-20%,0%,i,11%,15µM*,-0.3%,-23%,-35%,1.6
O=c1n(-c2cccc(Cl)c2)c(=O)n2n1CCC2,1%,0%,i,-16%,-3%,0.2%,-5%,0%,-1.9
COc1ccc(CNC(=O)CS(=O)Cc2nc(-c3ccc(C)cc3)oc2C)cc1 (centres undefined),-6%,-1%,i,3%,5%,6.0%,-19%,?,1.4
Cc1ccc(C)c(N2CCN(C(=O)c3ccc(CS(=O)Cc4ccc(Cl)cc4)o3)CC2)c1 (centres undefined),?,0%,i,21%,21µM*,0.2%,-13%,?,3.1
CC(On1nnc2ccccc21)C(=O)N1CCN(Cc2ccccc2)CC1 (centres undefined),2%,-17%,i,-11%,?,-0.1%,-25%,-21%,-3.1
O=C(NNC(=S)NC(=O)c1ccccc1)c1ccc(O)cc1,0%,0%,i,16%,-12%,0.3%,-1%,0%,-1.9
CN(CC(=O)Nc1ccccc1C(=O)N1CCCC1)S(=O)(=O)c1ccc(Br)cc1,-1%,3%,i,-20%,nt,-0.4%,5%,-11%,0.9
O=C1C2CCCCN2C(=O)N1CCN1CCN(c2ccc(F)cc2)CC1 (centres undefined),6%,nt,i,-1%,1%,-0.9%,-1%,17%,1.7
O=C(CSc1nnc(-c2ccncc2)o1)N1CCCC1,-2%,-6%,i,-15%,1%,0.3%,5%,-2%,-4.1
CCN(C(=S)Nc1cccnc1)c1cccc2ccccc12,17%,0%,i,-7%,-24%,2.1%,5%,?,-4.3
COC(=O)Cc1c(C)c2ccc(OCC(=O)N3CCCC(C)C3)c(C)c2oc1=O (centres undefined),1%,-3%,i,-29%,?,-0.5%,-34%,-17%,-3.4
CCOc1cc(N2CCOCC2)c(OCC)cc1NC(=O)c1cc(C)nc2ccccc12,3%,-11%,i,11%,?,1.7%,-2%,-1%,-0.7
CC(C)(C)CC(=O)NC(=S)Nc1ccccc1[N+](=O)[O-],1%,-2%,i,18%,11%,-1.2%,-3%,-2%,-2.6
CC(C)(C)C(=O)NC(=S)Nc1cccc(C(=O)O)c1,1%,1%,i,3%,?,0.5%,-4%,7%,1.2
COCCCNC(=O)Nc1cc(C(=O)NCc2ccc(OC)cc2)ccc1N1CCCC1,-1%,nt,nt,-4%,nt,0.8%,-6%,18%,nt
CCN(CC(=O)Nc1ccc(Cl)c(C(F)(F)F)c1)CC(=O)NC1CCS(=O)(=O)C1 (centres undefined),2%,-1%,i,11%,-2%,-0.7%,-7%,?,1.0
CN(CC1CCCO1)S(=O)(=O)c1ccc(C(=O)Nc2nc3cc4c(cc3s2)OCO4)cc1 (centres undefined),-9%,-3%,i,-6%,?,0.3%,-32%,-16%,1.6
O=C(Oc1ccc(Cl)c2cccnc12)N1CCOCC1,-8%,0%,i,15%,-2%,-0.4%,1%,-13%,1.3
N=c1oc2ccc(Br)cc2cc1C(=O)NCc1ccc(F)cc1,2%,1%,i,-7%,0%,-0.5%,11%,9%,-0.2
CCC(C)Nc1nc(CN2CCOCC2)nc2sc3c(c12)CCC3 (centres undefined),-7%,-1%,i,-1%,-9%,-0.2%,4%,11%,-0.1
O=C(Nc1ccc(Cn2cccn2)cc1)c1ccc(COc2cccc(Br)c2)cc1,?,-2%,i,12%,?,-0.6%,-5%,?,0.4
CNc1nc(Nc2ccccc2)nc(OCC(F)(F)F)n1,1%,4%,i,6%,-1%,2.3%,-16%,-12%,-1.0
C=CCOc1ccc(C(c2c(O)nc(SC)[nH]c2=O)c2c(O)nc(SC)[nH]c2=O)cc1,-10%,nt,i,-4%,9%,2.5%,4%,9%,-1.3
O=C(COc1ccc(F)cc1)Nc1nc(-c2ccccn2)cs1,-18%,-1%,i,-79%[inhibitor],-16%,0.6%,-1%,?,-0.9
CSc1nnc(C2CCN(CC(=O)Nc3ccccc3N3CCOCC3)CC2)n1C,2%,-2%,i,-5%,1%,0.0%,8%,5%,-1.9
C(=Nc1ccc(Nc2ccccc2)cc1)c1ccc2ccccc2c1,1%,-6%,i,-26%,-30%,0.6%,-8%,0%,0.8
COc1ccc(S(=O)(=O)NCC(=O)N(CC(=O)NCc2ccco2)Cc2ccc(F)cc2)cc1,-1%,-4%,i,-2%,-6%,-0.4%,-1%,18%,-2.8
CCOC(=O)CCc1nc2ccccc2[nH]c1=O,2%,1%,i,5%,13%,-1.0%,-3%,11%,-0.7
N#Cc1ccccc1S(=O)(=O)Nc1ccc2c(c1)OCCO2,-1%,-1%,i,-9%,1%,2.4%,-2%,-27%,1.1
CC(C)CC1C(C#N)=C(N)Oc2n[nH]c(-c3cccs3)c21 (centres undefined),10%,-2%,i,-8%,17%,5.3%,3%,-9%,-0.3
COc1cc(NC(=S)Nc2ncccc2C)cc(OC)c1OC,2%,-5%,i,?,1%,5.3%,-11%,6%,-1.4
CCc1cc(C(=O)NCC2CCCO2)sc1C (centres undefined),-2%,-2%,i,0%,3%,1.8%,-1%,-9%,0.0
Clc1ccc(CSc2nnc3c(n2)[nH]c2ccccc23)cc1,-4%,-2%,i,-4%,11%,1.1%,0%,3%,-0.2
CCCC(c1c(C)n(C)n(-c2ccccc2)c1=O)c1c(C)n(C)n(-c2ccccc2)c1=O,-1%,2%,i,-1%,-7%,0.2%,11µM*,-6%,0.4
COc1ccc(C(=O)N2CCN(C(=O)C3COc4ccccc4O3)CC2)cc1OC (centres undefined),4%,0%,i,-6%,8%,0.0%,1%,16%,-1.3
CN(CC(=O)Nc1ccccc1Cl)C(=O)COC(=O)CN1C(=O)NC2(CCCC2)C1=O,-13%,1%,i,-16%,-7%,0.3%,0%,-1%,0.4
Cc1ccc(-c2nnc(-c3cccnc3)o2)cc1,0%,2%,i,-17%,?,0.0%,8%,-2%,1.1
CC(=O)N1CCN(CCN=CC2=C(O)CC(c3cccs3)CC2=O)CC1 (centres undefined),-12%,1%,nt,-3%,-16%,0.3%,14%,17%,-1.6
COc1ccc(NC(=O)c2cc3cc(C)ccc3n2C)c(OC)c1,2%,-4%,i,-7%,-7%,2.4%,-12%,0%,-1.6
Cc1cccc(NC(=O)CSc2nc3c(c(=O)[nH]2)CCC3)c1C,9%,-3%,i,14%,1%,0.4%[9.22 µM],-18%,-6%,0.5
O=[N+]([O-])c1ccc(CSc2nnc(-c3cnccn3)o2)cc1,-1%,-18%,i,29%,-6%,7.5%,-18%,-1%,-0.2
O=C(Nc1cccc(F)c1)c1ccc(Cn2cc([N+](=O)[O-])cn2)o1,3%,1%,i,0%,-16%,0.5%,-18%,-1%,-3.9

# Single records (already shown). Order of values: A549 viability, MmCpn inh, pAkt inh, Abeta yeast res, Nrf2 block, Nrf2 activator, HepG2 viability, TGFb SMAD3 inh, CCT chaperon mod
# COc1ccc(C(=O)N2CCN(C(=O)C3COc4ccccc4O3)CC2)cc1OC (centres undefined) reads 4%, 0%, i, -6%, 8%, 0.0%, 1%, 16%, -1.3
# Cc1cccc(NC(=O)CSc2nc3c(c(=O)[nH]2)CCC3)c1C reads 9%, -3%, i, 14%, 1%, 0.4%[9.22 µM], -18%, -6%, 0.5
# O=C(Nc1cccc(F)c1)c1ccc(Cn2cc([N+](=O)[O-])cn2)o1 reads 3%, 1%, i, 0%, -16%, 0.5%, -18%, -1%, -3.9
# COc1ccc(NC(=O)c2cc3cc(C)ccc3n2C)c(OC)c1 reads 2%, -4%, i, -7%, -7%, 2.4%, -12%, 0%, -1.6
# Clc1ccc(CSc2nnc3c(n2)[nH]c2ccccc23)cc1 reads -4%, -2%, i, -4%, 11%, 1.1%, 0%, 3%, -0.2

# Other structures:
SMILES,A549 viability,MmCpn inh,pAkt inh,Abeta yeast res,Nrf2 block,Nrf2 activator,HepG2 viability,TGFb SMAD3 inh,CCT chaperon mod
Cc1ccc(C(=O)C2=C(O)C(=O)N(CCCN(C)C)C23C(=O)N(C)c2ccccc23)o1 (centres undefined),-2%,-21%,i,-1%,2%,-1.0%,-8%,7%,0.0
Cc1ccc(NC(=S)N/N=C/c2cccn2Cc2ccccc2F)cc1,1%,-3%,i,1%,-1%,-0.2%,-20%,-22%,-1.8
O=C(/C=C/c1c(F)cccc1Cl)Nc1nn[nH]n1,-2%,0%,i,-6%,3%,15%,13%,0%,-1.2
O=S(=O)(CCSc1ccccn1)c1nc2ccccc2s1,0%[1.84 µM],0%,i,-95%[inhibitor],4%,?,10µM*,8.9µM*,-0.5
